Bioassay records from PubChem.
D3 antag: antagonists of human D3 dopamine receptor; P35462; D3R cells, DiscoveRx beta-arrestin luminescence, antagonist mode; stronger effect = lower value; max response, negative = inhibition, %; actives 2.5% (n = 360,000); AID 652054; in the data active = max response below about -50%; inconclusive = no clear call, values can overlap the other calls; also: % is scaled to controls: 0 for no effect and ±100 for the full control effect; mostly tested at two doses, the higher about 12 µM
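Cells plated overnight at 1500 cells/well, then exposed to library compounds with dopamine controls for 90 minutes at 37 degrees C. DiscoveRx reagent added for 30–60 minutes at room temperature; luminescence read, quantitative HTS format.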
GLP-1R agonist: agonists of human GLP-1 receptor; P43220; HEK293 GLP-1R CRE-luciferase, luminescence, 4-6 h; cells express a hypersensitive GLP-1R form; Potency, µM (top dose mostly 45.6 µM), inactives show top-dose activation, most hits filed as activators; actives 0.007% (n = 380,000); also: potency is read from the fitted curve at half-maximal effect; % of control where 0% means no effect
Target sequence (P43220 whole entry, looked up): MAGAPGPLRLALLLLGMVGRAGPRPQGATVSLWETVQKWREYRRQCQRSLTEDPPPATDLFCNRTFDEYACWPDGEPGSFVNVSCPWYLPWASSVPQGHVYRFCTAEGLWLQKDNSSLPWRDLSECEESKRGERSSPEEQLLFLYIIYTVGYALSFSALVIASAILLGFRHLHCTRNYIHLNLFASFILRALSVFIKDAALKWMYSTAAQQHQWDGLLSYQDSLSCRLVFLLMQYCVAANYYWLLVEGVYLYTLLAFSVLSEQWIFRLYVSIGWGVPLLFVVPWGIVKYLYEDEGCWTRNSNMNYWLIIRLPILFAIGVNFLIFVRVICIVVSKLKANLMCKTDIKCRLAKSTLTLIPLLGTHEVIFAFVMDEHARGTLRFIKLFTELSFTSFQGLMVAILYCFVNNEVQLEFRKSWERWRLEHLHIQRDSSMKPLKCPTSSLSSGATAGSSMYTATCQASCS
KB-V1 MDR tox: kills drug-selected multidrug resistant KB-V1 cells; Potency, µM (doses to about 46.1 µM), for inactives: at the top dose activity change, negative = cytotoxicity, usual class: cytotoxic; KB-V1 MDR cells viability, CellTiter-Glo, 72 h; AID 1347076; actives 3.4% (n = 400,000); also: potency is read from the fitted curve at half-maximal effect; % is scaled to controls: 0 for no effect and ±100 for the full control effect; nearly all actives have a fitted effect of over 60% in size
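Readout: CellTiter-Glo luminescence, 10 min after addition. Cells: KB-V1 MDR subline, 72 h at 37 degrees C with compound. Analysis: corrected, normalized data fitted to concentration-effect curves.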
PTHR1 agonist: agonists of human PTHR1 parathyroid hormone receptor; Q03431; HEK293 GP2 PTHR1 cells, GloSensor cAMP luminescence, 1 h; Potency, µM (doses to about 115 µM), for the others: top-dose activation, actives largely listed as activators; actives 0.075% (n = 410,000); AID 743266; also: potency is read from the fitted curve at half-maximal effect; nearly all actives have a fitted effect of over 55% in size; some results filed as inactive show a strong effect at the top dose; inactives centre near -15; many of its hits are not listed in these tables
Target sequence (Q03431 whole entry, looked up): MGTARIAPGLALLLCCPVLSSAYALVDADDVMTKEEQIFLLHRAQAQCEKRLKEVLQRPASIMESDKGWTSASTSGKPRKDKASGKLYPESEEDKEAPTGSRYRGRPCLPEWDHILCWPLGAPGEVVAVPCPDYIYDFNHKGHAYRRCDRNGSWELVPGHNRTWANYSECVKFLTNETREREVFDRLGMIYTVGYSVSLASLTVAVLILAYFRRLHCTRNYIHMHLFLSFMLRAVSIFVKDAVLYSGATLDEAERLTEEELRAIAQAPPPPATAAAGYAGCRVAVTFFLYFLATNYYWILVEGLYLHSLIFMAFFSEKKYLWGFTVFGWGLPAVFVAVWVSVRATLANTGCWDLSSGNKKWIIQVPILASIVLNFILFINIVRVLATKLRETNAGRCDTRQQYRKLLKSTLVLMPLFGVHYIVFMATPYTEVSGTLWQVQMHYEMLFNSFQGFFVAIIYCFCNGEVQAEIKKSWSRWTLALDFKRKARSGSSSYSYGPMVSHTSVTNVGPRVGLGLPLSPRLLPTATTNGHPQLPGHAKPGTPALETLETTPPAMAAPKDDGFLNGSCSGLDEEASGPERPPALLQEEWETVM
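HEK-293-derived GP2 cells expressing PTHR1 and a GloSensor cAMP reporter, 3,000/well, plated overnight, given luciferin plus IBMX (each 0.5 mM as added) for 1 h at 37 °C, then compound for 1 h at 37 °C. Luminescence was read after 15 min at room temperature.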
GLP1R inv ag: GLP-1 receptor (human) inverse agonism; P43220; actives 1.6% (n = 410,000); Potency, µM (titrated, usually from 38.3 µM), inactives show at the highest dose activity change, negative = inhibition, hits mostly inhibitors; AID 624417; HEK293 GLP-1R CRE-luciferase, luminescence, 24 h; GLP-1R form is constitutively active; also: potency is read from the fitted curve at half-maximal effect; % is scaled to controls: 0 for no effect and ±100 for the full control effect; nearly all actives have a fitted effect of over 55% in size
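Readout was luciferase luminescence, measured 12 min after detection reagent at room temperature. Beforehand, GLP-1R reporter HEK293 cells had sat 12 h, then received compounds for 24 hr at 37 deg C.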
TDP43 rescue: TDP-43 toxicity inhibition in yeast; TDP-43 expressing yeast growth rescue, BacTiter-Glo, 24 h; actives 1.8% (n = 410,000); Potency, µM (highest dose often 46.1 µM), for the others: top-dose growth rescue (activation), actives largely listed as activators; also: potency is read from the fitted curve at half-maximal effect; % of control where 0% means no effect; nearly all actives have a fitted effect of over 50% in size
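Luminescence from BacTiter-Glo reports growth of TDP-43-expressing yeast after 24 hr at 30 deg C with compound. Cells were raffinose-pregrown to mid-log, then seeded in galactose medium at OD600=0.02.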
D3 ag: activates the human D3 dopamine receptor. P35462. D3R DiscoveRx beta-arrestin cells, luminescence, 90 min. max activation, %. actives 0.58% (n = 410,000); in the data active = max activation above about 30%; also: 0% is about no effect; mostly tested at two doses, the higher about 12 µM
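Agonist mode: compounds and dopamine controls were applied to plated cells for 90 min at 37 degrees C after an overnight attachment at 1500 cells/well. Luminescent read-out followed 30 - 60 minutes at room temperature with DiscoveRx detection reagent.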
aSyn yeast inh: alpha-synuclein toxicity inhibition in yeast; Yeast expressing alpha-synuclein, growth rescue, BacTiter-Glo, 24 h; Potency, µM (series often up to 46.1 µM), for the others: top-dose growth rescue (activation), hits mostly activators; actives 0.14% (n = 370,000); also: potency is read from the fitted curve at half-maximal effect; % of control where 0% means no effect; nearly all actives have a fitted effect of over 65% in size
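Readout is rescue of growth in alpha-synuclein-expressing yeast, so inhibitors of toxicity appear as activators. Growth after 24 hr at 30 deg C in galactose medium is quantified by luminescence.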
HEK293 tox: cytotoxicity in counter-screen for GLP-1R inverse agonists; HEK293 cAMP-luciferase reporter cells, luminescence, 24 h; Potency, µM (titrated, usually from 38.3 µM), for inactives: at the highest dose activity change, negative = inhibition, actives largely listed as inhibitors; actives 0.13% (n = 410,000); AID 624418;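 also: loss of luciferase light is scored as toxicity; potency is read from the fitted curve at half-maximal effect; % is scaled to controls: 0 for no effect and ±100 for the full control effect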
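A 23 nL compound transfer followed 12 hours of cell culture at 37 deg C; exposure then lasted 24 hr. Luciferase assay detection reagent was dispensed and plates read for luminescence after a 12 min room-temperature wait.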
The depositor's hits bear a star; i = inactive; ? = inconclusive; nt = no result given; & = joins results of further samples; [ ] = another dose, or the depositor's remark. Unless noted, calls follow the shape of the dose curve; as a rule, active = well fitted curve in the direction sought with a large enough effect; inconclusive = small, poorly fitted or top-dose-only effect, or another doubt; inactive = no such curve, though single readings can be large; an effect the other way counts as inactive or inconclusive. Only part of the results is shown, so the mix of outcomes need not match the whole.

SMILES	D3 antag	GLP-1R agonist	KB-V1 MDR tox	PTHR1 agonist	GLP1R inv ag	TDP43 rescue	D3 ag	aSyn yeast inh	HEK293 tox
Cc1ccc(NC(=O)Cn2c(=O)n(Cc3nc(-c4ccccc4)no3)c(=O)c3cc4c(cc32)OCO4)cc1C	nt	nt	-11%	-36%[inhibitor]	7%	-9%	-25	nt	4%
CCOC(=O)c1ccccc1NC(=O)C1CSC2(C)CCC(=O)N12 (stereo not given)	-1	2%	-17%	i	?	1%	5	8%	2%
CCc1ccc(C(=O)/C=C/NCc2ccc(F)cc2)cc1	0	5%	?	-8%	-33%	16%	10	-10%	-10%
Cc1ccccc1N=C1N=C(N)c2ccccc21	1	10%	10%	i	8%	3%	20	-1%	3%
COc1cc(C(=O)NC(=S)NNC(=O)[C@H]2C[C@@H]2c2ccccc2)cc(OC)c1OC	6	8%	-4%	i	-8%	-14%[1.82 µM]	8	-4%	2%
O=C(CCS(=O)(=O)c1ccc(Br)cc1)Nc1cc(F)ccc1F	-8	-1%	26%	-5%	-9%	0%	2	6%	-10%
C=C(C)c1cccc(C(C)(C)NC(=O)N2CCN(C)CC2)c1	-18	-5%	3%	i	3%	0%	2	0%	-14%
Cc1cc(C)c(NS(=O)(=O)c2ccc3c(c2)NC(=O)CCS3)c(C)c1	-2	7%&-4%	?	-9%	?	5%&20%	2&-1	-2%&4%	-1%&5%
O=C(Cn1nc(-c2ccccc2F)ccc1=O)NCc1ccc2c(c1)OCO2	17	1%	?	-1%[57.5 µM]	-5%	-7%	5	-4%	-25%
Cc1ccc[n+](CC(=O)c2ccc(NC(=O)c3ccccc3)cc2)c1C	-5	12%	24%	i	-1%	-13%	-2	0%	11%
Cn1nccc1C(=O)Nc1ccccc1C(=O)O	?	11%	0%	-6%	0%	-19%	2	-18%	-7%
Nc1nc2nc(-c3ccccc3)cc(C(F)(F)F)c2s1	-8	14%	-30%	4%	?	11%	-4	-4%	7%
O=C1C2C3CCC(CC3)C2C(=O)N1c1ccccc1 (stereo not given)	-2	7%	-1%	i	-4%	-6%	-2	-3%	2%
O=C(Nc1ccccc1F)c1ccncc1	?	-1%	19%	i	0%	7%	0	0%	-3%
COc1ccc(C(=O)NCc2nnc(SCC(=O)c3ccc(F)cc3)n2C)cc1OC	-21	0%	-13%	3%	0%	-7%	-9	-6%	10%
COc1ccc(CCn2c3c(c(=O)[nH]c2=O)C(NC(=O)c2ccc(Cl)cc2)(C(F)(F)F)C(=O)N3)cc1OC (stereo not given)	nt	-2%	?	i	8%	17%	-3	nt	4%
Cc1ccccc1S(=O)(=O)Cc1ccc(C(=O)NC2CC2)o1	21	-8%	5%	-7%	8%	5%	3	1%	6%
Cc1ccc(Nc2ccc(N3CCN(C(=O)c4ccc([N+](=O)[O-])cc4Cl)CC3)nn2)cc1	nt	nt	nt	-76%[inhibitor]	?	9%	4	nt	-19%
NS(=O)(=O)c1ccc(CNC(=O)c2cc(-c3ccccn3)nc3ccc(Cl)cc23)cc1	15	4%	8%	i	-15%[7.66 µM]	1%[9.22 µM]	3	-1%	-1%[7.66 µM]
Cc1cc2cc(CN(Cc3ccco3)C(=O)C3CCCCC3)c(=O)[nH]c2cc1C	0	23%	-6%	i	-2%	-18%	-6	-1%	-7%
COC(=O)c1ccccc1-n1c(C)nc(=O)c(-c2ccccc2)c1C	6	7%	18%	i	1%	14%	-3	-4%	3%
CCc1ccc(NC(=O)C2CCCN(S(=O)(=O)c3cccs3)C2)cc1 (stereo not given)	-10	11%	-12%	-5%	?	-3%	6	-2%	-8%
CCC(C)(C)C1CCC2(CC1)NC(=O)N(CC(=O)Nc1nc(-c3ccc(C)cc3)cs1)C2=O (stereo not given)	0	-1%	6%	-29%[57.5 µM]	-4%	8%	1	2%	-17%
COCCNCCOCCOc1cccc(OC)c1	7	-1%	7%	i	-18%	2%	-5	-12%	-7%
CCOC(=O)CN1C(=O)NC2NC(=O)NC21 (stereo not given)	1	-7%	5%	10%[57.5 µM]	4%	-3%	2	-9%	-3%

Rewritten with bars between the fields: entries from further up.
canonical_smiles | D3 antag | GLP-1R agonist | KB-V1 MDR tox | PTHR1 agonist | GLP1R inv ag | TDP43 rescue | D3 ag | aSyn yeast inh | HEK293 tox
Cc1cc(C)c(NS(=O)(=O)c2ccc3c(c2)NC(=O)CCS3)c(C)c1 | -2 | 7%&-4% | ? | -9% | ? | 5%&20% | 2&-1 | -2%&4% | -1%&5%
O=C(Cn1nc(-c2ccccc2F)ccc1=O)NCc1ccc2c(c1)OCO2 | 17 | 1% | ? | -1%[57.5 µM] | -5% | -7% | 5 | -4% | -25%

Single records (already shown). Screens in order: D3 antag | GLP-1R agonist | KB-V1 MDR tox | PTHR1 agonist | GLP1R inv ag | TDP43 rescue | D3 ag | aSyn yeast inh | HEK293 tox
Entry for Cc1ccccc1S(=O)(=O)Cc1ccc(C(=O)NC2CC2)o1 = 21 | -8% | 5% | -7% | 8% | 5% | 3 | 1% | 6%
Entry for Cc1ccccc1N=C1N=C(N)c2ccccc21 = 1 | 10% | 10% | i | 8% | 3% | 20 | -1% | 3%
Entry for COc1cc(C(=O)NC(=S)NNC(=O)[C@H]2C[C@@H]2c2ccccc2)cc(OC)c1OC = 6 | 8% | -4% | i | -8% | -14%[1.82 µM] | 8 | -4% | 2%
Entry for O=C1C2C3CCC(CC3)C2C(=O)N1c1ccccc1 (stereo not given) = -2 | 7% | -1% | i | -4% | -6% | -2 | -3% | 2%
Entry for CCc1ccc(C(=O)/C=C/NCc2ccc(F)cc2)cc1 = 0 | 5% | ? | -8% | -33% | 16% | 10 | -10% | -10%

Next compounds follow.
SMILES	D3 antag	GLP-1R agonist	KB-V1 MDR tox	PTHR1 agonist	GLP1R inv ag	TDP43 rescue	D3 ag	aSyn yeast inh	HEK293 tox
COc1cc(C(C)=O)ccc1O	-3	-4%	8%	12%	4%	23%	19	3%	-1%
O=C(NC1CCCCC1)c1cc(-c2ccc(O)cc2)on1	-2	13%	5%	-5%	12%	8%	5	1%	-1%
CCn1c(COc2ccc(=O)n(-c3ccccc3)n2)n[nH]c1=S	-10	6%	15%	i	2%	-8%	11	-5%	-7%
COc1ccc(CCNC(=O)CN2CCOc3ccccc32)cc1OC	7	-1%	-5%	i	17%	13%	3	3%	0%
O=C(N/N=C/c1cc2c(c([N+](=O)[O-])c1)OCO2)c1ccncc1	1	-2%	0%	-67%[inhibitor]	4%	5%	3	7%	-18%
CN(C(=O)c1ccccc1NC(=O)C(F)(F)F)c1ccccc1	-23	-12%	3%	0%[57.5 µM]	8%	-21%	-18	-2%	0%
COc1ccc(CN2CCC(C(=O)Nc3ccc(Oc4cccnc4)cc3)CC2)cc1	-26	-8%	?	-3%	?	-10%	-8	4%	-14%
O=C(COc1c(F)c(F)c(C(F)(F)F)c(F)c1F)Nc1ccc(N2CCOCC2)c(Cl)c1	?	-4%	-5%	-24%	?	?	4	11%	9%
O=C(c1ccc(Cl)cc1)n1nc(-c2ccco2)nc1NCc1cccs1	nt	nt	14%	-18%	9%	13%	-2	nt	0%
CC(C)CNS(=O)(=O)c1ccc2c(c1)OCCO2	9	-1%	-27%	i	1%	12%	9	0%	-8%
CCn1c(=O)c(=O)[nH]c2cc(C(=O)N3CCN(Cc4ccc5c(c4)OCO5)CC3)ccc21	6	-6%	3%	-24%	7%	14%	2	0%	1%
O=C(CSc1nc2ccccc2s1)Nc1ccc(C(=O)O)cc1	3	-3%	19%	?	4%	-9%	-10	6%	1%
COCCCNC(=O)C1CCN(c2nnc(-n3cccc3CNc3ccc(C)cc3)s2)CC1	nt	nt	nt	-23%	-3%	10%	3	nt	-2%
COc1ccc(Cl)cc1Cn1c(C)c(C(=O)NCc2ccc(F)cc2)sc1=O	?	9%	15µM*	-1%	?	20µM*	-2	?	-5%
NC(=S)NN=C1CCCCC12CCCC2	-2	0%	7%	i	?	-5%	-7	-1%	?
CC(=O)c1cc(C)ccc1OC(=O)c1cccnc1	-16	-20%	-5%	-6%	12%	6%	2	9%	16%
Cc1ccc(N2C(=O)Nc3ccc(Br)cc3C2(O)C(=O)NCCCN(C)C)cc1C (stereo not given)	4	-6%	16%	i	10%	6%	1	0%	-9%
COc1ccc(CNC(=O)c2ccc(N3CCCC3)c(NC(=O)NCc3ccc(F)cc3)c2)cc1	nt	nt	-11%	-30%	0%	21%	7	nt	3%
CCCCCC(=O)N/N=C/c1ccccc1[N+](=O)[O-]	2	3%	-22%	i	7%	6%	6	-1%	9%
C#CCOCCOCCOCCNc1nc(N2CCN(C(=O)Cn3cc(CCCN=C(N)N)nn3)CC2)nc(N2CCN(C(=O)[C@H](CCCCN)n3cc(CCC(=O)O)nn3)CC2)n1	0	-1%	?	-10%	11%	-23%	-6	-2%	2%
CCOC(=O)COc1ccc2c3c(c(=O)oc2c1)CCCC3	12	1%	0%	i	46%[activator]	25%	4	4%	8%
Cc1ccc(N2C(=O)N3[C@H](c4ccc(F)cc4)[C@@H]4C(=O)N(C5CCCCC5)C(=O)[C@@H]4[C@]3(C)C2=O)cc1	?	-3%	5%	-7%	10µM*	0%	-11	12%	-31%
COc1ccc(-c2cc3nc4ccccc4n3c(N)c2C#N)cc1	-1	3%	-27%	i	85%[activator]	-2%	14	-6%	1%
O=C(Nc1cccc(S(=O)(=O)N2CCCCC2)c1)c1cc2ccccc2o1	22	-3%	nt	-37%[inhibitor]	?	15%	2	-3%	-1%
